Source: PubChem BioAssay
BioA inh: M. tuberculosis BioA enzyme inhibitors, primary screen, biochemical, plate reader, single point, HTS; 7,8-diaminopelargonic acid synthase BioA (Mycobacterium tuberculosis); purified M. tuberculosis BioA enzyme; AID 602481, 2012; hit rate 0.096% among 360,000; inhibition, % at 9.99 µM; in the data active = inhibition above about 40%
Active calls of the source: *.

Start of the listing, in advance, 6 compounds:
Structure	BioA inh
COc1ccc(S(=O)(=O)Nc2ccc3c(c2)C(=O)N([C@H](C)CO)C[C@H](C)[C@H](CN(C)Cc2ccccc2)O3)cc1	-0.6
CC(C)NC(=O)N(C)C[C@@H]1Oc2c(NS(=O)(=O)c3cccs3)cccc2C(=O)N([C@H](C)CO)C[C@@H]1C	-1.8
Cc1noc(C)c1S(=O)(=O)N(C)C[C@@H]1Oc2ccc(N(C)C)cc2CC(=O)N([C@@H](C)CO)C[C@@H]1C	-0.9
C[C@H](CO)N1C[C@H](C)[C@H](CN(C)CC2CCCCC2)OCCCC[C@H](C)Oc2ccc(NS(=O)(=O)c3ccc(Cl)cc3)cc2C1=O	2.6
Cc1ccc(S(=O)(=O)N[C@@H]2CC[C@H](CCNC(=O)c3ccccc3F)O[C@@H]2CO)cc1	0.6
C[C@@H]1CN([C@@H](C)CO)C(=O)c2cccc(NC(=O)c3ccncc3)c2O[C@H]1CN(C)CC1CCCCC1	1.5

Main list, from the first entry:
Structure	BioA inh
COc1ccc(S(=O)(=O)Nc2ccc3c(c2)C(=O)N([C@H](C)CO)C[C@H](C)[C@H](CN(C)Cc2ccccc2)O3)cc1	-0.6
CC(C)NC(=O)N(C)C[C@@H]1Oc2c(NS(=O)(=O)c3cccs3)cccc2C(=O)N([C@H](C)CO)C[C@@H]1C	-1.8
Cc1noc(C)c1S(=O)(=O)N(C)C[C@@H]1Oc2ccc(N(C)C)cc2CC(=O)N([C@@H](C)CO)C[C@@H]1C	-0.9
C[C@H](CO)N1C[C@H](C)[C@H](CN(C)CC2CCCCC2)OCCCC[C@H](C)Oc2ccc(NS(=O)(=O)c3ccc(Cl)cc3)cc2C1=O	2.6
Cc1ccc(S(=O)(=O)N[C@@H]2CC[C@H](CCNC(=O)c3ccccc3F)O[C@@H]2CO)cc1	0.6
C[C@@H]1CN([C@@H](C)CO)C(=O)c2cccc(NC(=O)c3ccncc3)c2O[C@H]1CN(C)CC1CCCCC1	1.5
C/C=C/c1cnc2c(c1)C(=O)N([C@@H](C)CO)C[C@@H](C)[C@@H](CN(C)C(=O)CN1CCOCC1)O2	0.7
C[C@@H]1CN([C@@H](C)CO)C(=O)c2ccccc2-c2ccccc2CO[C@H]1CN(C)C(=O)Nc1ccnc(N2CCOCC2)c1	-3.9
Cc1ccc(S(=O)(=O)N[C@@H]2CC[C@H](CCNC(=O)C3CCCC3)O[C@@H]2CO)cc1	-0.1
CN1CCN(C(=O)C[C@H]2CC[C@@H]3[C@H](COC[C@H](O)CN3C(=O)c3ccccc3F)O2)CC1	-2.0

(more compounds)
Structure	BioA inh
C[C@@H]1CCCCO[C@@H](CN(C)C(=O)c2ccncc2)[C@@H](C)CN([C@@H](C)CO)C(=O)c2cc(NC(=O)C3CCCCC3)ccc2O1	1.9
CO[C@@H]1CN(C)C(=O)c2cc(NS(C)(=O)=O)ccc2OC[C@H](C)N(CCC(F)(F)F)C[C@H]1C	0.4
CCCc1cn(CC[C@H]2CC[C@@H](NC(=O)CCN3CCCCC3)[C@@H](CO)O2)nn1	-0.9
C/C=C/c1cnc2c(c1)C(=O)N([C@H](C)CO)C[C@@H](C)[C@@H](CN(C)Cc1ccccc1F)O2	0.7
COc1cccc(C#Cc2cnc3c(c2)C(=O)N([C@@H](C)CO)C[C@@H](C)[C@@H](CN(C)C(=O)C2CC2)O3)c1	2.6
COc1ccc(S(=O)(=O)N(C)C[C@@H]2Oc3ccc(NC(=O)CCC(F)(F)F)cc3C(=O)N([C@@H](C)CO)C[C@H]2C)cc1	6.8
C[C@H](CO)N1C[C@H](C)[C@H](CN(C)C(=O)Cc2ccncc2)Oc2ncc(C3=CCCCC3)cc2C1=O	3.8
Cc1ccccc1-c1ccc([C@@H]2[C@@H](CO)N3CCCCN(C(=O)Nc4cccc(F)c4)C[C@H]23)cc1	-2.5
O=C(C[C@H]1C[C@@H]2c3cc(NC(=O)Nc4ccc(C(F)(F)F)cc4)ccc3O[C@@H]2[C@@H](CO)O1)NCc1ccc(Cl)cc1	-1.3
C[C@H]1CN([C@@H](C)CO)C(=O)c2cccc(NC(=O)c3ccncc3)c2O[C@@H]1CN(C)Cc1ccc(C(F)(F)F)cc1	5.2

(more compounds)
Structure	BioA inh
CCO[C@H]1OC(C(=O)N2CCCC2)=C[C@@H](c2ccc(C(F)(F)F)cc2)[C@@H]1CCCO	1.1
COc1ccc(NC(=O)Nc2cccc3c2O[C@@H](CN(C)C(=O)NC2CCCCC2)[C@H](C)CN([C@@H](C)CO)C3=O)cc1	-1.2
CC(=O)N(C)C[C@H]1Oc2cc(C#Cc3cccnc3)ccc2S(=O)(=O)N([C@H](C)CO)C[C@H]1C	2.4
COc1ccccc1NC(=O)N(C)C[C@@H]1Oc2ncc(C#CCC(C)C)cc2C(=O)N([C@H](C)CO)C[C@@H]1C	-1.3
Cc1ccc(S(=O)(=O)N(C)C[C@H]2OCCCC[C@H](C)Oc3ccc(NC(=O)Nc4cccc5ccccc45)cc3C(=O)N([C@H](C)CO)C[C@@H]2C)cc1	-2.5
Cc1noc(C)c1S(=O)(=O)N(C)C[C@@H]1Oc2ccc(NC(=O)Nc3ccc(C(F)(F)F)cc3)cc2CC(=O)N([C@@H](C)CO)C[C@@H]1C	0.2
O=S(=O)(c1cccs1)N1CCCCN2[C@H](CO)[C@H](c3ccc(Br)cc3)[C@@H]2C1	-1.8
CCCC#Cc1cnc2c(c1)C(=O)N([C@H](C)CO)C[C@@H](C)[C@@H](CN(C)S(C)(=O)=O)O2	10.1
CO[C@@H]1CN(C)C(=O)c2cc(NC(=O)NC3CCCCC3)ccc2OC[C@H](C)N(C)C[C@@H]1C	-2.1
C[C@@H]1CN([C@@H](C)CO)C(=O)c2cc(C#Cc3ccccc3F)cnc2O[C@H]1CN(C)C(=O)C1CC1	0.5

Next section:
Structure	BioA inh
COc1ccc(NC(=O)Nc2ccc3c(c2)C(=O)N([C@H](C)CO)C[C@@H](C)[C@H](CN(C)Cc2ccncc2)O3)cc1	3.6
CC(C)C(=O)Nc1ccc2c(c1)C(=O)N(C)[C@H]1CC[C@H](CC(=O)O)O[C@H]1CO2	-0.6
COc1ccc(S(=O)(=O)Nc2ccc3c(c2)C(=O)N([C@H](C)CO)C[C@H](C)[C@@H](CN(C)S(=O)(=O)c2cccs2)OCCCC[C@@H](C)O3)cc1	-4.0
O=C(C[C@@H]1CC[C@@H]2[C@H](COC[C@@H](O)CN2Cc2ccc(Oc3ccccc3)cc2)O1)N1CCCCC1	-0.6
C[C@H](CO)N1C[C@H](C)[C@@H](CN(C)C(=O)Nc2cccc3ccccc23)OCCCC[C@H](C)Oc2ccc(NC(=O)c3ccncc3)cc2C1=O	0.0
C[C@@H]1CCCCO[C@@H](CN(C)C(=O)Cc2ccccc2)[C@H](C)CN([C@@H](C)CO)C(=O)c2cc(NC(=O)c3ccccc3)ccc2O1	-0.5
C[C@H]1CN([C@@H](C)CO)C(=O)Cc2cc(NS(=O)(=O)c3cccs3)ccc2O[C@@H]1CN(C)C	3.6
CN(C)C(=O)C[C@H]1C=C[C@H](NS(=O)(=O)c2ccccc2)[C@H](CO)O1	5.5
O=C(C[C@@H]1CC[C@H]2[C@@H](COC[C@@H](O)CN2C(=O)Nc2ccc(Cl)c(Cl)c2)O1)NCc1ccc(Cl)c(Cl)c1	-2.1
CC(C)NC(=O)N1C[C@H]2[C@@H](c3ccccc31)[C@H](CO)N2C(=O)c1cccnc1	-2.3

Further compounds follow.
Structure	BioA inh
CC(C)NC(=O)Nc1cccc2c1O[C@H](CN(C)C)[C@@H](C)CN([C@@H](C)CO)C2=O	-0.7
C[C@@H]1CN([C@H](C)CO)S(=O)(=O)c2ccc(C3=CCCCC3)cc2O[C@@H]1CN(C)C(=O)Cc1ccncc1	1.0
C[C@@H]1CN([C@H](C)CO)C(=O)c2cc(NC(=O)Nc3ccc4c(c3)OCO4)ccc2O[C@@H]1CN(C)Cc1ccc2c(c1)OCO2	0.1
COCC(=O)Nc1ccc2c(c1)OC[C@@H](C)N(C(=O)CC1CC1)C[C@H](C)[C@@H](OC)CN(C)C2=O	-3.3
COc1ccc(S(=O)(=O)N[C@H]2C=C[C@H](CC(=O)O)O[C@@H]2CO)cc1	-1.1
O=C(Nc1cc(F)ccc1F)N1C[C@@H]2[C@H](c3ccccc31)[C@@H](CO)N2CC1CCCC1	-1.3
C[C@@H]1CCCCO[C@@H](CN(C)Cc2ccncc2)[C@H](C)CN([C@@H](C)CO)C(=O)c2cc(N(C)C)ccc2O1	0.7
CCCC#Cc1ccc2c(c1)O[C@H](CN(C)Cc1ccccn1)[C@@H](C)CN([C@H](C)CO)S2(=O)=O	1.1
C[C@H](CO)N1C[C@H](C)[C@H](CN(C)Cc2ccc(C(=O)O)cc2)Oc2ccc(NC(=O)Nc3ccc(C(F)(F)F)cc3)cc2CC1=O	1.9
Cc1ccccc1-c1cnc2c(c1)C(=O)N([C@@H](C)CO)C[C@@H](C)[C@@H](CN(C)C(=O)c1ccccc1)O2	3.8

Next section
Structure	BioA inh
COc1ccc(NC(=O)Nc2ccc3c(c2)C(=O)N([C@H](C)CO)C[C@H](C)[C@@H](CN(C)C(=O)Nc2ccc(C(F)(F)F)cc2)OCCCC[C@H](C)O3)cc1	-1.4
O=C(Cc1ccccc1)N1CCCCN2[C@@H](CO)[C@H](c3ccc(-c4ccccc4)cc3)[C@@H]2C1	6.9
C[C@@H]1CN([C@@H](C)CO)C(=O)CCCn2nncc2CO[C@H]1CN(C)Cc1ccccc1C(=O)O	-3.0
Cc1cc(C(=O)Nc2cccc3c2O[C@@H](CN(C)Cc2ccc(Cl)c(Cl)c2)[C@@H](C)CN([C@H](C)CO)C3=O)n(C)n1	0.6
CO[C@H]1CN(C)C(=O)c2cc(NC(=O)c3ccccc3)ccc2OC[C@@H](C)NC[C@H]1C	-0.4
COc1ccccc1-c1cnc2c(c1)C(=O)N([C@@H](C)CO)C[C@H](C)[C@H](CN(C)C(=O)c1ccccc1)O2	-1.7
CCN(C[C@H]1N[C@@H](CO)[C@@H]1c1ccc(-c2ccccc2)cc1)C(=O)COC	-2.6
C[C@@H]1CN([C@@H](C)CO)C(=O)c2cc(NS(=O)(=O)c3ccc(Cl)cc3)ccc2O[C@@H](C)CCCCO[C@@H]1CN(C)C(=O)Nc1ccc(F)cc1	-1.6
C[C@@H]1CCCCO[C@H](CN(C)S(=O)(=O)c2ccccc2)[C@@H](C)CN([C@@H](C)CO)C(=O)c2cc(NS(=O)(=O)c3ccccc3)ccc2O1	-3.6
Cc1ccc(S(=O)(=O)N(C)C[C@H]2Oc3ccc(NS(C)(=O)=O)cc3C(=O)N([C@H](C)CO)C[C@H]2C)cc1	3.0

New compounds follow:
Structure	BioA inh
Cc1ccccc1S(=O)(=O)N(C)C[C@H]1OCc2ccccc2-c2c(n(C)c3ccccc23)C(=O)N([C@@H](C)CO)C[C@@H]1C	-0.5
O=C(CN1CCOCC1)N[C@H]1CC[C@H](CCNC(=O)C2CCCC2)O[C@@H]1CO	-0.4
O=C(C[C@H]1CC[C@@H]2[C@H](COC[C@H](O)CN2S(=O)(=O)c2cccc(Cl)c2)O1)N1CCOCC1	-0.3
C[C@@H]1CN([C@H](C)CO)C(=O)Cc2cc(NC(=O)CCC(F)(F)F)ccc2O[C@H]1CN(C)Cc1ccc(Cl)c(Cl)c1	9.8
CN1C(=O)c2cc(NC(=O)C3CC3)ccc2OC[C@H]2O[C@H](CC(=O)NCCN3CCCC3)CC[C@H]21	-0.9
C[C@H](CO)N1C[C@H](C)[C@H](CN(C)Cc2ccc(-c3ccccc3)cc2)Oc2ccc(NC(=O)Cn3cnnn3)cc2CC1=O	-0.8
C[C@@H]1CN([C@@H](C)CO)C(=O)c2cc(NS(=O)(=O)c3ccc(F)cc3)ccc2O[C@H]1CN(C)Cc1ccccc1	-0.5
COc1cccc(C(=O)Nc2ccc3c(c2)C(=O)N(C)C[C@@H](OC)[C@H](C)CN(CCc2ccccc2)[C@@H](C)CO3)c1	3.9
CN(C)c1ccc2c(c1)[C@@H]1C[C@H](CC(=O)NCc3ccc(-c4ccccc4)cc3)O[C@@H](CO)[C@@H]1O2	0.1
C[C@@H]1CN([C@H](C)CO)C(=O)c2cc(NC(=O)C3CC3)ccc2O[C@H]1CN(C)Cc1ccc2c(c1)OCO2	4.4

Continued.
Structure	BioA inh
Cn1cnc(S(=O)(=O)N[C@@H]2C=C[C@@H](CC(=O)NCC3CCCCC3)O[C@H]2CO)c1	-1.1
CO[C@@H]1CN(C)C(=O)c2cc(NS(C)(=O)=O)ccc2OC[C@@H](C)N(CC2CC2)C[C@H]1C	-0.7
Cc1ccc(S(=O)(=O)NCC[C@@H]2CC[C@H](NC(=O)Nc3cccc(F)c3)[C@@H](CO)O2)cc1	6.1
CN1CCN(C(=O)C[C@H]2C=C[C@H](NS(=O)(=O)c3cccc(F)c3)[C@H](CO)O2)CC1	0.3
O=C(Cc1ccncc1)N1CCCCN2[C@H](CO)[C@@H](c3ccc(C#CC4(O)CCCC4)cc3)[C@@H]2C1	-2.6
O=C(Nc1cccc(F)c1)N1CCCCN2[C@H](CO)[C@@H](c3ccc(C#Cc4ccccc4)cc3)[C@H]2C1	-1.6
C[C@H](CO)N1C[C@H](C)[C@H](CN(C)C(=O)NC2CCCCC2)OCCCC[C@H](C)Oc2ccc(NS(=O)(=O)c3cccs3)cc2C1=O	-0.5
Cc1cccc(S(=O)(=O)N2CCCCN3[C@H](C2)[C@H](c2ccc(-c4ccncc4)cc2)[C@@H]3CO)c1	0.6
CCCNC(=O)C[C@@H]1C[C@H]2c3cc(NC(=O)CC4CC4)ccc3O[C@H]2[C@H](CO)O1	8.8
C[C@@H]1CN([C@@H](C)CO)S(=O)(=O)c2ccc(-c3cccnc3)cc2O[C@H]1CN(C)C(=O)CC1CC1	0.0
COc1ccc(CNC(=O)C[C@@H]2C[C@H]3c4cc(NC(=O)C5CCC5)ccc4O[C@H]3[C@H](CO)O2)cc1	-2.4

Reprinted from the listing for reference:
Structure	BioA inh
O=C(Nc1cc(F)ccc1F)N1C[C@@H]2[C@H](c3ccccc31)[C@@H](CO)N2CC1CCCC1	-1.3
C[C@@H]1CCCCO[C@@H](CN(C)Cc2ccncc2)[C@H](C)CN([C@@H](C)CO)C(=O)c2cc(N(C)C)ccc2O1	0.7

Not all compounds are listed (hit frequency here may not be typical).
